# BRCA1 expr act – increases BRCA1 expression. MCF7-BRCA1-FFLuc reporter, luminescence, 48 h; response scale: scaled: vehicle 0%, 10 µM genistein 100%. Potency, µM (highest dose often 46.1 µM), without a hit: top-dose activation, most hits filed as activators. 380,000 compounds, 1.1% hits. AID 624202; active = well fitted activation curve with a large enough effect; inconclusive = small, poorly fitted or top-dose-only effect; inactive = no such curve, though single readings can be large or run the other way; also: nearly all actives have a fitted effect of over 80% in size; some results filed as inactive show a strong effect at the top dose
#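 Reporter cells (MCF7, BRCA1 promoter-firefly luciferase) received library compounds across a concentration series for 48 h. End-point luminescence was measured and concentration-effect curves derived after normalization.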
# * = called active by the depositor; u = inconclusive; & = joins results of further samples. Potency is read from the fitted curve at half-maximal effect. Not all compounds are listed; the hit share may differ from the screen's.
SMILES,BRCA1 expr act
O=C(NC1(C(F)(F)F)NC(=O)N(CCc2ccccc2)C1=O)c1ccc(Cl)cc1 (configuration not stated),-14.8%
CN(Cc1ccc2c(c1)CCCN2C)C(=O)[C@H]1O[C@@H](n2ccc(=O)[nH]c2=O)[C@H](O)[C@@H]1O,6.7%
COc1cccc(/C=C/c2nc(C#N)c(N(C)Cc3ccccc3)o2)c1,-16.1%
CCNc1ccc(-c2nc(-c3ccco3)no2)cc1[N+](=O)[O-],-17.9%
COc1cc(CN(C(=O)c2cccc(Cl)c2)c2ccccn2)cc(OC)c1OC,2.6%
O=C(OC1CC2CC1[C@H]1CCCCN1C2=O)N1CCN(c2ccccc2)CC1 (some centres not stated),-2.0%
CCCCCc1c(-c2cccc(F)c2)ncn1CCc1ccccc1OC,0.0%
O=C(CSc1nc2c([nH]c3ccccc32)c(=O)n1-c1ccc(Cl)cc1)c1ccccc1,8.9%
Cc1ccc(NC(=O)COc2ccc3oc4c(c3c2)CCCC4)cc1C,-2.8%
Cc1cccc(N2CCN(CCCNc3ncnc4onc(-c5ccc(Cl)cc5)c34)CC2C)c1 (configuration not stated),13.2%
CNc1ccc(C=O)cc1I,-3.2%
COc1cc(-c2nc3cccc(C)n3c2Nc2ccc3c(c2)OCCO3)ccc1O,5.3%
COc1ccc(N2CCN(C(=O)CN3C(=O)COc4ccc(S(=O)(=O)N5CCC(C)CC5)cc43)CC2)cc1,-5.5%
CCCCN(CCCC)Cc1cc(=O)oc2cc(C)c(Cl)cc12,-9.9%
Cc1ccc(-c2nc3cc(C)c(Br)c(C)n3c2Cc2cccc(Cl)c2)cc1,-6.4%

# In a second layout: entries from further up
SMILES	BRCA1 expr act
O=C(NC1(C(F)(F)F)NC(=O)N(CCc2ccccc2)C1=O)c1ccc(Cl)cc1 (configuration not stated)	-14.8%
COc1ccc(N2CCN(C(=O)CN3C(=O)COc4ccc(S(=O)(=O)N5CCC(C)CC5)cc43)CC2)cc1	-5.5%

# (more compounds)
SMILES,BRCA1 expr act
CC1(C(=O)NS(=O)(=O)c2ccc(Br)cc2)CCN1C(=O)C1CCCCC1 (configuration not stated),1.2%
CC1(C(=O)NS(=O)(=O)c2ccccc2Cl)CCN1C(=O)c1ccccc1CCc1ccccc1 (configuration not stated),-2.6%
COCCCNC(=O)c1ccc2c(c1)N(Cc1ccccc1F)C(=O)c1ccccc1S2=O (configuration not stated),9.4%
Cc1ccc(CCNC(=O)CCCn2c(=O)c3ccccc3n(Cc3ccccc3C#N)c2=O)cc1,11.9%
COc1ccccc1CNc1nc(NCc2ccc(NC(C)=O)cc2)c2sccc2n1,-16.0%
COCCNC(=O)C1CCCN(C(=O)C2(c3ccc(Cl)cc3)CCCC2)CC1 (configuration not stated),5.6%
Cc1nn(-c2ccccc2)c(-n2cccc2)c1C(=O)N1CCN(c2ccccc2)CC1,10.5%
COc1ccc2oc(=O)c(C(=O)NCCc3c(C)[nH]c4c(Cl)cccc34)cc2c1,0.0%
CN(C)c1ncnc2c1ncn2[C@H]1CN(C2CCCC2)C[C@@H](CO)O1,11.4%
CCOc1ccc2nc(S(=O)(=O)NC(=O)C3(C)CCN3C(=O)c3cccc(F)c3)sc2c1 (configuration not stated),12.5%
COc1cc(CNC(=O)Nc2nc(C(N)Cc3ccc(C(F)(F)F)cc3)cs2)cc(OC)c1OC (configuration not stated),-73.7%
CC1(C(=O)NS(=O)(=O)C2CC2)CCCN(C(=O)c2ccco2)C1 (configuration not stated),16.5%
CCCCNC(=O)C1(C)CCN1C(=O)c1ccc2ccccc2n1 (configuration not stated),11.5%
COc1ccc(NC(=O)CSc2ncc3c(n2)-c2ccccc2N(Cc2ccc(C)cc2)S3(=O)=O)cc1Cl,-0.6%
C=Cc1ccc(Cn2c(=O)n(-c3cccc(Cl)c3)c(=O)c3c4c(sc32)CN(C(C)=O)CC4)cc1,-37.6%

# A few values from the list.
# Under BRCA1 expr act, COc1ccccc1CNc1nc(NCc2ccc(NC(C)=O)cc2)c2sccc2n1 reads -16.0%
# Under BRCA1 expr act, COc1ccc2oc(=O)c(C(=O)NCCc3c(C)[nH]c4c(Cl)cccc34)cc2c1 reads 0.0%
# Under BRCA1 expr act, COc1cc(CNC(=O)Nc2nc(C(N)Cc3ccc(C(F)(F)F)cc3)cs2)cc(OC)c1OC (configuration not stated) reads -73.7%

# Later entries.
SMILES,BRCA1 expr act
CC(Oc1ccccc1)C(=O)OCc1cc(=O)n2nc(C(C)C)sc2n1 (configuration not stated),15.7%
COC(=O)c1ccc2nc(-c3ccc(C)cc3)c(Cc3ccsc3)n2c1,-3.7%
CCOC(=O)C1(C)CCN1C(=O)c1cc(F)cc(F)c1 (configuration not stated),5.2%
CCN(N=O)c1ccc(/C=C/c2ccnc3ccccc23)cc1,14.2%
O=C1NC[C@H](CCCCN2CCN(CCc3ccc(O)cc3)C(=O)C2=O)N(CCC2CCCCC2)C1=O,0.0%
Cc1ccc(-n2c(=O)c3ccc(C(=O)NCc4ccccc4Cl)cc3n(Cc3ccccc3F)c2=O)cc1,9.3%
COCCNC(=O)C1CCCN(C(=O)c2cc(C)nn2C(C)(C)C)CC1 (configuration not stated),9.6%
Cn1c(=O)oc2cc(S(=O)(=O)N3CCCC(C(=O)N4CCN(c5ccccc5F)CC4)C3)ccc21 (configuration not stated),0.3%
COc1ccc(Cn2cc(CN3CC(N4CCSCC4)CS3(=O)=O)nn2)cc1 (configuration not stated),10.3%
CC1CCN(c2nc3ccccc3nc2C(F)(F)F)CC1,-9.9%
C=CCNc1nc(NCc2cccc(OC)c2)c2sc(-c3ccccc3)cc2n1,-3.1%
COc1cccc(OC)c1-c1nn2c(-c3n[nH]c4c3CCC4)nnc2s1,0.0%&-7.1%
C=CCNc1nc2cc(-c3ccc(C(=O)N4CCOCC4)cc3)sc2c(=O)n1C,-33.5%
c1coc(-c2cc3nc(NCc4ccc5c(c4)OCO5)ccn3n2)c1,u
O=C(COc1ccccc1F)Nc1ccc2nc(SCCOc3ccccc3)sc2c1,-0.3%
CCOc1ccccc1NC(=O)N1CCN(C)c2ncccc21,9.1%
COc1ccc(C(=O)N2CCCC(c3cc(C(=O)NCc4cccnc4)no3)C2)cc1 (configuration not stated),-9.9%
O=C(c1ccc2c(c1)N(Cc1ccc(F)cc1)C(=O)c1ccccc1S2=O)N1CCOCC1 (configuration not stated),4.0%
CC(=O)c1cccc(NC(=O)C2CCCN(c3nnc(-n4cccc4)s3)C2)c1 (configuration not stated),-4.1%
Cn1c(NCc2cccnc2)nc2cc(-c3cccc(C(F)(F)F)c3)sc2c1=O,-7.3%
CN(Cc1ccco1)C(=O)CC[C@H]1O[C@@H](n2ccc(=O)[nH]c2=O)[C@H](O)[C@@H]1O,14.4%
CCc1ccc(CN(Cc2ccco2)C(=O)c2cc(-c3ccc(Cl)cc3)on2)cc1,0.0%
Cc1ccc(N(C)S(=O)(=O)c2c(-c3ccccc3)csc2C(=O)O)cc1,11.2%
CC[n+]1c2ccccc2cc2ccccc21,3.2%
O=C1CCCN1CCCNc1nc(NCc2ccccc2)nc2ccsc12,-64.6%
N#Cc1ccccc1OCCCN1CCC(C(O)(c2ccccc2)c2ccccc2)CC1,-54.4%
CCOC(=O)[C@]12CCC=C1N(Cc1ccco1)C(=O)[C@H](CC(=O)N1CCN(C(=O)c3ccco3)CC1)C2,9.8%
Cc1cccc(CN2CCN(C3CN(C4CCCCC4)S(=O)(=O)C3)CC2)c1 (configuration not stated),-3.4%
CCCCNC(=O)C1(C)CCC(=O)N1c1cc(C(C)(C)C)nn1C (configuration not stated),18.3%
Cn1c(NCc2cccnc2)nc2cc(-c3ccc(F)cc3)sc2c1=O,31.9%
O=C(c1ccco1)n1nc(-c2ccc(Cl)cc2)nc1NCc1ccc(F)cc1,5.8%
COc1ccccc1N(CC(=O)Nc1ccc2c(c1)OCO2)S(=O)(=O)c1ccc(C)cc1,-3.8%
CC1(C(=O)Nc2cnc3ccccc3c2)CCN1Cc1cc2ccccc2o1 (configuration not stated),-21.7%
CCOc1ccc(NC(=O)Cn2c(=O)n(CCCS(=O)(=O)C3CCCCC3)c(=O)c3ccccc32)cc1,-4.1%
COc1ccc(-c2noc(CSc3nnc(Cc4ccccc4)n3-c3ccc(F)cc3)n2)cc1,-27.2%
CCC(CC)C(=O)Nc1cccc(-c2nc3ccccc3s2)c1,0.0%
NC(c1ccccc1)c1csc(NC(=O)Nc2cccc(Cl)c2)n1 (configuration not stated),-10.4%
CC(O)(c1cccc(F)c1)c1nc(-c2cccc3cccnc23)cs1 (configuration not stated),3.2%
CCC1=Nc2cc(C(=O)NC(C)c3ccccc3)ccc2Sc2ccc(Cl)cc21 (configuration not stated),-13.5%
Cc1ccc(C)c(NC(=O)CCCn2c(C)c3cnn(-c4ccccc4)c(=O)c3c2C)c1,-8.6%
CCNC(=O)C1(C)CCCN1C(=O)c1ccc2c(c1)OCO2 (configuration not stated),14.0%
COc1ccc(-c2cc(C(F)(F)F)nc(NCc3ccc(Cl)cc3)n2)cc1,-6.4%
COc1cccc(Cn2c3ccc(NC(=O)Cc4cc(OC)ccc4OC)cc3c(=O)n2C)c1,-42.2%
Cc1ccc(OCC(=O)Nc2ccc3c(c2)sc(=O)n3C)cc1,5.0%
O=C(c1ccc2c(=O)n(CCc3ccccc3)c(=O)[nH]c2c1)N1CCN(c2ccc(Cl)cc2)CC1,-36.5%
C=CCN(CC=C)Cc1cc(=O)oc2cc(C)cc(C)c12,-1.4%
CCOC(=O)[C@]12CCC=C1N(Cc1ccc(Cl)cc1Cl)C(=O)[C@H](CC(=O)NCc1ccccc1)C2,-53.8%
CC(C)(C)OC(=O)N1CCC[C@H]1C(=O)NCc1ccc(F)cc1F,18.2%
COc1ccc(-c2sc3cc(OC)ccc3c2-c2ccc(OCCN3CCCCC3)cc2)cc1,-52.9%
CS(=O)(=O)c1ccc(Nc2nc(C(N)c3ccccc3)cs2)cc1 (configuration not stated),-16.5%
CCOC(=O)C1=C[C@@H](CC)N(S(=O)(=O)c2ccc(C)cc2)[C@H]1c1ccccc1,-21.7%
CN(Cc1ccccc1)C(=O)c1ccc(Nc2nc(C(N)COCc3ccccc3)cs2)nc1 (configuration not stated),-37.6%
O=C(Nc1ccccc1)c1cc(C2CCCCN2C(=O)OCCF)on1 (configuration not stated),61.9%
Cc1cccc(OCc2cc(=O)n3c4c(sc3n2)CCCC4)c1C,-6.0%
CC(C)C(=O)N1CCCC1(C)C(=O)N(C)Cc1cccc2ccccc12 (configuration not stated),-9.1%
COc1ccc(OC)c(/C=C/c2cc3ccccc3c[n+]2C)c1,-29.6%
Cc1ccc(NC(=O)Cn2c(=O)n(Cc3ccco3)c(=O)c3sc4ccccc4c32)c(C)c1,-8.3%
CCc1nc2c(OCc3ccc(F)c(F)c3)cccn2c1N(C)C(=O)c1ccc(OC)cc1,1.8%
Cc1ccc(F)cc1-c1cc(C(=O)NCc2cc(C(F)(F)F)cc(C(F)(F)F)c2)[nH]n1,-62.2%
Fc1ccc(N2CCN(c3ncnc4c3nc3n4CCCCC3)CC2)cc1,-13.8%
# Next results
SMILES,BRCA1 expr act
COC(=O)c1ccc2nc(-c3ccc(C)cc3)c(Cc3cccc(F)c3)n2c1,-3.9%
O=C(NC1CCCC1)C1c2ccccc2OCC(=O)N1C1CC1 (configuration not stated),17.2%
COc1ccc(C(C)(O)c2nc(-c3cc(F)cc(F)c3)cs2)cc1 (configuration not stated),-25.7%
COc1ccc(-n2c(SCC(=O)Nc3ccc4c(c3)OCO4)nc3c([nH]c4ccccc43)c2=O)cc1,21.5%
COc1cc([N+](=O)[O-])ccc1NC(=O)N1CCN(c2cc(-c3noc(C)n3)ccc2C)CC1,0.0%
COc1ccc(-c2nc3c(C)cc(Br)cn3c2CC(C)(C)C)cc1OC,-15.2%
Cc1nc2n(c(=O)c1CCN1CCC(c3noc4cc(F)ccc34)CC1)CCC[C@@H]2O,1.7%
COC(=O)c1ccc(N2C(c3cccc(OC)c3)=Cc3ccc(F)cc3C2c2c(C)[nH]c3ccccc23)cc1 (configuration not stated),-27.8%
CCCCCOC(=O)CSc1ncnc2c1sc1nc(N3CCOCC3)c3c(c12)CCCC3,0.0%
CC1(C(=O)NS(=O)(=O)c2ccccc2)CCN1C(=O)c1ccccc1 (configuration not stated),20.2%
C[C@@H]1COc2cc(N3CC[C@H](O)C3)ccc2S(=O)(=O)N1,8.5%
CCOc1ccccc1NC(=O)C1=C(C)Nc2ncnn2C1c1ccccn1 (configuration not stated),13.9%
CN1OC[C@@H]2CN(C(=O)c3cccc4ccccc34)[C@H](c3ccccc3Br)C[C@@H]21,-3.3%
CC1(Cc2cccc(C#N)c2)C(=O)Nc2c(Cl)cccc21 (configuration not stated),11.6%
CCn1c(=O)c2cc(C(=O)N(C)c3cc(Cl)c(OC)cc3OC)sc2c2ccccc21,-1.9%

# Part of the list above in order of molar mass, descending.
SMILES,BRCA1 expr act
COc1ccc(-n2c(SCC(=O)Nc3ccc4c(c3)OCO4)nc3c([nH]c4ccccc43)c2=O)cc1,21.5%
COc1cc([N+](=O)[O-])ccc1NC(=O)N1CCN(c2cc(-c3noc(C)n3)ccc2C)CC1,0.0%
CN1OC[C@@H]2CN(C(=O)c3cccc4ccccc34)[C@H](c3ccccc3Br)C[C@@H]21,-3.3%
Cc1nc2n(c(=O)c1CCN1CCC(c3noc4cc(F)ccc34)CC1)CCC[C@@H]2O,1.7%
COC(=O)c1ccc2nc(-c3ccc(C)cc3)c(Cc3cccc(F)c3)n2c1,-3.9%
C[C@@H]1COc2cc(N3CC[C@H](O)C3)ccc2S(=O)(=O)N1,8.5%

# Next structures follow.
SMILES,BRCA1 expr act
CC(=O)c1ccc(OC2(C)CCN(Cc3ccc(OC(F)(F)F)cc3)C2)cc1 (configuration not stated),0.0%
CC1(C(=O)Nc2cccc(OC(F)(F)F)c2)Cc2c(-c3cccc(C(F)(F)F)c3)ccnc2O1 (configuration not stated),-9.3%
COc1ccc(-c2cc(C(F)(F)F)nc(SCCC(=O)Nc3ccc(OC)c(OC)c3)n2)cc1,-15.8%
Cc1ccc(C)c(NC(=O)Cn2c(=O)oc3cc(S(=O)(=O)NCc4ccccc4)ccc32)c1,-10.5%
